aGlu spleen mod – inhibitors or activators of human alpha-glucosidase in spleen homogenate. AID 2112. Potency, µM (series often up to 79.9 µM), inactives show top-dose activity change, negative = inhibition, most hits filed as inhibitors. 240,000 tested, 0.006% active. human spleen homogenate, 4-MU-alpha-glucoside fluorescence;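 note: 0% = enzyme with vehicle and -100% = no enzyme basal signal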
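AC50 values come from Hill-equation fits of concentration-response data, normalized to no-enzyme and full-activity controls. Enzyme source: 1 ug human spleen homogenate; 1 mM fluorogenic 4-MU glucoside, pH 5.0 citrate buffer, 37 C, 40 min.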
Tau FP inhib – inhibitors of human tau fibril formation; K18 P301L tau heparin fibrillization, Alexa594 FP, 6 h; Potency, µM (series often up to 57.7 µM), inactives show at the highest dose activity, negative = inhibition, hits mostly inhibitors; 280,000 tested, 0.39% active; AID 1468; note: % is set by controls: 0 for no effect and ±100 for the full control effect; nearly all actives have a fitted effect of over 55% in size
Target sequence (P10636 561-689 P618L limits assumed): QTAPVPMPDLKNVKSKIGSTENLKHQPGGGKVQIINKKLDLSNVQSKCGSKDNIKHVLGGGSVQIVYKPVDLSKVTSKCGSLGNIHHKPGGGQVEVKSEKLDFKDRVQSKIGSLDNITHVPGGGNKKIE
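Compound effects on tau fibrillization are measured by Alexa 594 fluorescence polarization (ex 555, em 632 nm). K18 P301L tau is used at 15 uM with 0.24 uM labeled tracer, and 20 uM heparin induces aggregation over 6 hr at 37 C.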
Tau fluor counter – counter-screen for tau fibril formation inhibitors; tau K18 P301L Alexa594 fluorescence, heparin fibrillization; Potency, µM (doses to about 57.7 µM), without a hit: top-dose activity change, negative = decrease; 280,000 tested, 0.93% active; note: % is set by controls: 0 for no effect and ±100 for the full control effect; nearly all actives have a fitted effect of over 55% in size
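Human tau K18 P301L (15 uM unlabeled, 0.24 uM Alexa 594-labeled) in 100 mM sodium acetate pH 7 with 20 uM heparin, 6 hr at 37 C. ThT 30 uM added, 1 hr ambient; Alexa 594 FP and total fluorescence read at 555/632 nm.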
GAA inh – alpha-glucosidase (human) inhibition; P10253; purified human GAA, 4-MU-alpha-glucoside fluorescence; Potency, µM (doses to about 76.9 µM), inactives show top-dose activity change, negative = inhibition, hits mostly inhibitors; 200,000 tested, 0.005% active; AID 1466;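 note: plate controls were uninhibited enzyme wells for no effect and no-enzyme background for full effect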
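Fluorescence at Ex 365/Em 440 nm from 4-methylumbelliferone reported enzyme activity after 20 min at room temperature. Reactions used 4 nM enzyme and 400 uM substrate at pH 5.0; curves fitted with the Hill equation.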
HTT ATP protect – Huntington cell model cytoprotection by ATP luminescence. AID 1471. 230,000 tested, 0.14% active. Potency, µM (top dose mostly 56.4 µM), for inactives: cytoprotection (ATP increase), most hits filed as activators. PC12 HTT-Q103 induced, cytoprotection, ATP luminescence, 40 h;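 note: % of control where 0% means no effect; nearly all actives have a fitted effect of over 45% in size; toxic huntingtin expression switched on by the ecdysone agonist tebufenozide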
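Stable PC12 Q103-GFP cells in serum-supplemented, phenol red-free DMEM; induction by tebufenozide at 100 nM final; compound dose series; cell viability quantified luminescently from ATP.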
aGal spleen mod – inhibits or activates alpha-galactosidase in human spleen homogenate; P06280; human spleen homogenate, 4MU-alpha-Gal fluorescence, 40 min; Potency, µM (top dose mostly 80 µM), for inactives: top-dose activity change, negative = inhibition, actives largely listed as inhibitors; 240,000 tested, 0.008% active; AID 2107;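 note: 0% = enzyme with vehicle and -100% = no enzyme basal signal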
Target sequence (P06280 32-429 limits assumed): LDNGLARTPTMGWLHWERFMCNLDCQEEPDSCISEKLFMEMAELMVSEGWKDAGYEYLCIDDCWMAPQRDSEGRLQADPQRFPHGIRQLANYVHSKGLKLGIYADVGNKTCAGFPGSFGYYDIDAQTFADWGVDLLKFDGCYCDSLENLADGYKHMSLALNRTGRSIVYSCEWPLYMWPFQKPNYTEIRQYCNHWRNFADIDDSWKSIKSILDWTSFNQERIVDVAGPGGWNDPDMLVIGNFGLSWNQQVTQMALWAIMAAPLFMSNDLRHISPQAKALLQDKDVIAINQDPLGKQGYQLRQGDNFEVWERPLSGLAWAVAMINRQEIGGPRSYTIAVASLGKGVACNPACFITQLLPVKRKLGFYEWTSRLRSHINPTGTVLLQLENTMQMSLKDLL
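qHTS titration in buffer at pH 5.0. Alpha-galactosidase activity in spleen homogenate was measured via 4-methylumbelliferone release from 1 mM fluorogenic substrate after 40 min at 37C and a pH 10 stop. AC50 came from Hill fits of control-normalized data.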
Tau ThT inhib – blocks human tau fibril formation measured by thioflavin T | recombinant tau K18 P301L (four-repeat tau fragment), heparin-induced fibrillization, ThT fluorescence | AID 1460 | Potency, µM (doses to about 57.4 µM), for the others: at the highest dose activity, negative = inhibition, usual class: inhibitors | 270,000 tested, 2.1% active; note: % is set by controls: 0 for no effect and ±100 for the full control effect; nearly all actives have a fitted effect of over 55% in size
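Heparin-induced (20 uM) aggregation of recombinant human K18 P301L tau, 15 uM unlabeled with 0.24 uM labeled, pH 7 acetate buffer, 6 hr at 37 C with compound. Fibrils quantified by 30 uM ThT fluorescence after 1 hr ambient incubation.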
GAA glycogen mod – GAA glycogen-cleavage inhibition or activation | P10253 | recombinant GAA, glycogen substrate, Amplex Red glucose oxidase fluorescence | Potency, µM (highest dose often 76.4 µM), for inactives: top-dose activity change, negative = inhibition, usual class: inhibitors | 300,000 tested, 0.38% active | AID 2100;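 note: 0% = full enzyme reaction and -100% = no-enzyme basal signal; the screen sought inhibitors and activators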
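Recombinant human alpha-glucosidase (4 nM final) hydrolysed bovine liver glycogen (30 ug) for 40 min at 37 C in pH 5.0 citrate/phosphate with 0.01% Tween-20. Released glucose detected by glucose oxidase/Amplex Red, Ex 573/Em 610 nm. Compounds up to 77 uM; AC50 from Hill fits.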
Starred values were filed as active, the others as inactive; ? = inconclusive; . = no result given; & = joins results of further samples; [ ] = another dose, or the depositor's remark. Calls come from the whole dose curve; as a rule, active = well fitted curve in the direction sought with a large enough effect; inconclusive = small, poorly fitted or top-dose-only effect, or another doubt; inactive = no such curve, though single readings can be large; an effect the other way counts as inactive or inconclusive. Potency is the fitted concentration of half-maximal effect.

1) COc1ccc(CC(=O)N2CCN(C(=O)Cc3ccc(OC)cc3)CC2)cc1
2) CSc1cccc(NC(=O)CSc2ccccc2)c1
3) S=c1nc(C23CC4CC(CC(C4)C2)C3)nc2sccn12
4) COc1cc(/C=N/NC(=O)CCn2c3ccccc3c3ccccc32)cc(OC)c1OC
5) CC1CCN(CC(=O)N2c3ccccc3CCc3ccccc32)CC1
6) O=C(Nc1nnc(-c2ccccc2F)s1)Nc1ccccc1F
7) Cc1ccc(N=C(NOCc2ccc(Cl)cc2Cl)c2nonc2N)c(C)c1
8) CC(C)C(OC(=O)c1cccc(S(=O)(=O)NCC(F)(F)F)c1)C(=O)NC(N)=O (stereo not drawn)
assay / compound	1	2	3	4	5	6	7	8
aGlu spleen mod	-12%	-17%	0%	7%	1%	1%	3%	6%
Tau FP inhib	-5%	2%	-8%	?	4%	-5%	?	2%
Tau fluor counter	-2%	-18%	-12%	-25%	6%	3%	?	-7%
GAA inh	-10%	0%	-5%	-6%	-4%	?	-3%	-6%
HTT ATP protect	2%[0.074 µM]	6%	4%[10 µM]	0%[1.9 µM]	11%	9%[10 µM]	10%	.
aGal spleen mod	-4%	19%	-6%	5%	-14%	-1%	3%	-1%
Tau ThT inhib	-6%	-9%	-12%	3%	1%	5%	?	-4%
GAA glycogen mod	-6%	-3%	22%	-1%	0%	-1%	9%	11%

9) Cn1c2ccccc2c2cnn(CC(=O)Nc3ccccc3Br)c(=O)c21
10) CC1(C(=O)Nc2nnc(SCc3ccccc3)s2)Cc2ccccc2C(=O)O1 (stereo not drawn)
11) COc1ccc(C(=O)NCC2(c3ccccc3)CCOCC2)cc1[N+](=O)[O-]
12) CC(=O)Nc1cccc(OCC(=O)NS(=O)(=O)c2ccc(Cl)cc2)c1
13) O=C(O)c1ccc(N/N=C/C2=Cc3ccccc3OC2)cc1
14) COc1ccc(Cc2[nH]n3c(=O)cc(C)nc3c2-c2ccccc2)cc1
15) O=C(NC1CCCCC1)C(c1ccccc1)N(C(=O)Cc1ccsc1)c1ccccc1 (stereo not drawn)
16) N#C/C(=C(/O)C(Cl)(Cl)Cl)c1nc2ccccc2[nH]1
assay / compound	9	10	11	12	13	14	15	16
aGlu spleen mod	-4%	1%	-1%	5%	-1%	-3%	-2%	-3%
Tau FP inhib	-14%	-5%	2%	-13%	3%	-7%	-8%	-2%
Tau fluor counter	22%	-4%	-3%	2%	13µM*[quencher]	8%	-16%	-16%
GAA inh	.	-8%	?	-7%	.	5%	-14%	.
HTT ATP protect	2%[10 µM]	1%	-3%[10 µM]	3%	0%[10 µM]	-30%[inhibitor]	0%[10 µM]	-14%[10 µM]
aGal spleen mod	2%	16%	8%	-4%	5%	-3%	0%	-9%
Tau ThT inhib	.	-15%	-3%	2%	4µM*	1%	-12%	?
GAA glycogen mod	7%	-8%	-1%	7%	?	24%	-1%	2%

Along the list, as entered above.
Nos. 9 to 16 in Tau FP inhib read -14%, -5%, 2%, -13%, 3%, -7%, -8%, -2%
Nos. 9 to 16 in aGal spleen mod read 2%, 16%, 8%, -4%, 5%, -3%, 0%, -9%
Nos. 9 to 16 in Tau fluor counter read 22%, -4%, -3%, 2%, 13µM*[quencher], 8%, -16%, -16%

Taken from above:
Entry for compound 12 in aGlu spleen mod: 5%
Entry for compound 9 in Tau fluor counter: 22%
Entry for compound 13 in HTT ATP protect: 0%[10 µM]
Entry for compound 15 in HTT ATP protect: 0%[10 µM]

Other entries
17) COc1ccc(NC(=O)Nc2nc(C)cc(C)n2)c(OC)c1
18) NS(=O)(=O)c1cccc(NC(=O)COC(=O)/C=C/c2ccco2)c1
19) CCOC(=O)C1CCCN(Cc2cc(=O)oc3cc(C)c(C)cc23)C1 (stereo not drawn)
20) COc1ccc(-c2cc(CCCC(=O)NCc3ccccn3)no2)cc1
21) COc1cccc(NC(=O)CN(c2ccc3c(c2)OCO3)S(C)(=O)=O)c1
22) COc1cc(C(=O)Nc2nnc(C3CC3)s2)ccc1OCc1c(C)noc1C
23) CCS(=O)(=O)c1ccc(C(=O)NC2CC2)c(Cl)c1Cl
24) Cn1c(-c2ccccc2)c[n+]2c1-c1ccccc1C2
assay / compound	17	18	19	20	21	22	23	24
aGlu spleen mod	-11%	-2%	.	0%	-3%	-6%	4%	-2%
Tau FP inhib	?	-3%	3%	-4%	-10%	1%	0%	7%
Tau fluor counter	-1%	-13%	0%	-8%	-24%	4%	-6%	-3%
GAA inh	.	-1%	1%	0%[15.4 µM]	-2%	-1%	6%	2%
HTT ATP protect	.	-9%	-28%	-29%	-3%[10 µM]	2%[10 µM]	-5%	-4%[1.9 µM]
aGal spleen mod	-17%	1%	-2%	1%	-4%	-18%	3%	5%
Tau ThT inhib	-3%	?	-6%	?	-10%	-2%	-6%	-5%
GAA glycogen mod	0%	1%	4%	5%	9%	5%	3%	11%

Record cards, from the list above.
`COc1ccc(NC(=O)Nc2nc(C)cc(C)n2)c(OC)c1` is listed as aGlu spleen mod = -11%; Tau FP inhib = ?; Tau fluor counter = -1%; GAA inh = .; HTT ATP protect = .; aGal spleen mod = -17%; Tau ThT inhib = -3%; GAA glycogen mod = 0%
`NS(=O)(=O)c1cccc(NC(=O)COC(=O)/C=C/c2ccco2)c1` is listed as aGlu spleen mod = -2%; Tau FP inhib = -3%; Tau fluor counter = -13%; GAA inh = -1%; HTT ATP protect = -9%; aGal spleen mod = 1%; Tau ThT inhib = ?; GAA glycogen mod = 1%

(continued)
25) COCCNC(=O)c1c(N)n(/N=C/c2ccc(F)cc2)c2nc3ccccc3nc12
26) CC1(C)OC(=O)C(=CNCC(O)c2ccccc2)C(=O)O1 (stereo not drawn)
27) CO[C@H]1C=CO[C@@]2(C)Oc3c(C)c(O)c4c(O)c(c(C=NN5CCN(C6CCCC6)CC5)c(O)c4c3C2=O)NC(=O)C(C)=CC=C[C@H](C)[C@H](O)[C@@H](C)[C@@H](O)[C@@H](C)[C@H](OC(C)=O)[C@@H]1C
28) COc1ccc(C)cc1N/C(N)=N/c1nc(C)cc(C)n1
29) O=C(/C=C/c1ccc(Br)cc1)c1ccc(NC(=O)c2ccco2)cc1
30) CCc1nnc(SCc2cccc(F)c2)c2cc3sc(C)cc3n12
31) Cc1ccc(Nc2cc(-c3ccccc3)nc(C)n2)cc1
32) Cc1cc(C)n2nc(C(=O)OCC(=O)N(CC(C)C)CC(C)C)nc2n1
assay / compound	25	26	27	28	29	30	31	32
aGlu spleen mod	-14%	5%	-11%	6%	-1%	.	.	2%
Tau FP inhib	-2%	0%	-16%	-3%	0%	-10%	3%	-5%
Tau fluor counter	-19%	0%	-26%	11%	-12%	-24%	?	5%
GAA inh	.	-4%	1%[15.4 µM]	5%	-6%	.	.	-2%
HTT ATP protect	-17%[10 µM]	-31%	.	22%[10 µM]	4%[1.9 µM]	.	.	-8%
aGal spleen mod	6%	19%	-15%	3%	0%	.	.	1%
Tau ThT inhib	-4%	-7%	18µM*	3%	?	?	-6%	4%
GAA glycogen mod	2%	-8%	?	-13%	10%	-2%[76.3 µM]	-7%[76.3 µM]	1%

Arranged by the number under GAA glycogen mod (lowest first): three from the list above
cpd	SMILES	Tau FP inhib	GAA inh	Tau ThT inhib	GAA glycogen mod
26	CC1(C)OC(=O)C(=CNCC(O)c2ccccc2)C(=O)O1 (stereo not drawn)	0%	-4%	-7%	-8%
32	Cc1cc(C)n2nc(C(=O)OCC(=O)N(CC(C)C)CC(C)C)nc2n1	-5%	-2%	4%	1%
25	COCCNC(=O)c1c(N)n(/N=C/c2ccc(F)cc2)c2nc3ccccc3nc12	-2%	.	-4%	2%

Remaining list, next part.
33) COc1ccc(CNC(=O)c2cccc(N(C)C)c2)cc1
34) Clc1ccc(/C=N/N2CCN(Cc3ccccc3Cl)CC2)cc1
35) COc1cc(C(=O)Nc2ccc(S(=O)(=O)Nc3ncccn3)cc2)c([N+](=O)[O-])cc1OC
36) O=C(O)c1cccc(S(=O)(=O)N2CCSCC2)c1
37) Cc1csc(NC(=O)CCCSc2nc3ccccc3s2)n1
38) O=S(=O)(O)c1ccc(N=Nc2ccccc2)cc1
39) O=C(NCC1COc2ccccc2O1)c1ccccc1 (stereo not drawn)
40) CCOC(=O)c1ccc(-n2c(C)nc3c(cnn3-c3ccccc3C)c2=O)cc1
assay / compound	33	34	35	36	37	38	39	40
aGlu spleen mod	-3%	-10%	-4%	9%	4%	0%	3%	-9%
Tau FP inhib	3%	10%	10%	-10%	-6%	10%	6%	-9%
Tau fluor counter	-1%	-16%	-3%	-5%	?	-11%	5%	-1%
GAA inh	-6%	-6%	5%	-5%	-4%	3%	1%	1%
HTT ATP protect	0%	26%[10 µM]	-35%	-1%[10 µM]	-15%[10 µM]	-3%&17%[10 µM]	-19%[0.074 µM]	20%[10 µM]
aGal spleen mod	6%	-4%	-6%	5%	30%	1%	-1%	10%
Tau ThT inhib	2%	-18%	-4%	-8%	?	-15%	-3%	?
GAA glycogen mod	-10%	-19%	3%	0%	-12%	10%	8%	2%

41) Cc1nn2c(C)nc3sc4c(c3c2nc1=O)CC(C)(C)OC4
42) COc1cccc(/C=N/NC(=O)COc2cccc3cccnc23)c1O
43) CCN(C(=O)COC(=O)c1ccc(N2C(=O)c3ccccc3C2=O)cc1)C1CCS(=O)(=O)C1 (stereo not drawn)
44) COc1ccc2c(c1OC)C(=O)N1c3ccccc3N=C(c3ccc([N+](=O)[O-])cc3)CC21 (stereo not drawn)
45) CC(C(=O)O)n1c(C(F)(F)F)nc2ccccc21 (stereo not drawn)
46) Nc1ccc2nc3c(=O)n(C4CCCCC4)c(=O)[nH]c3nc2c1
assay / compound	41	42	43	44	45	46
aGlu spleen mod	-8%	2%	2%	-6%	-3%	-1%
Tau FP inhib	7%	-4%	-3%	?	-5%	2%
Tau fluor counter	-3%	-14%	10%	-26%	-5%	-22%
GAA inh	0%	3%	-8%	-9%	-3%	.
HTT ATP protect	14%	-1%[10 µM]	-25%	-11%[10 µM]	-6%	14%[10 µM]
aGal spleen mod	-2%	-1%	-3%	3%	1%	-4%
Tau ThT inhib	-9%	?	9%	20µM*	-13%	1%
GAA glycogen mod	-10%	-23%	7%	-6%	3%	4%

High-throughput results from PubChem.
